IL-2 act = qHTS of IL-2 Activators | IL-2 activation reporter assay, cell-based qHTS; stimulated with anti-CD3/CD4/CD28 beads; in transgenic mouse T cells | activation, % (series mostly up to about 46 µM) | 0.065% of 360,000 active | AID 652025, 2013; in the data active means activation above about 50%; inconclusive means mostly about 30% to 49%; further: 0% is about no effect
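First, unstimulated transgenic mouse T cells were exposed to compound for 60 min. Next, anti-CD3/anti-CD4-coated beads with anti-CD28 were added. Finally, after 18 h at 37 degrees C, EGFP and DsRed were imaged.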
A549 tox = Nrf2 qHTS screen for inhibitors: counterscreen for cytotoxicity; A549 ARE-Fluc cells, CellTiter-Fluor viability, 18-24 h; 0.16% of 390,000 active; Potency, µM (series often up to 46 µM), without a hit: at the top dose activity change, negative = cytotoxicity, most hits filed as inhibitors; further: potency means the concentration at half of the fitted maximal effect; on the % scale 0 is the no-effect control and ±100 the full control effect
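A549 ARE-Fluc cells in 5% FBS OPTI-MEM, 5000 cells/well, rested 2 h then exposed to compounds in concentration-response for 18-24 h at 37 °C. Viability by CellTiter-Fluor fluorescence (Ex 405/Em 525) after 30 min; luciferase luminescence (BugLite, 15 min, RT) read afterwards.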
S2 tox = Viability Counterscreen for Primary qHTS for Inhibitors of ATXN expression; S2 cells (HEK-293 line with an ATXN2-luciferase reporter) viability, CellTiter-Fluor protease fluorescence, 24 h; Potency, µM (series often up to 56.7 µM), usual class: cytotoxic; 0.49% of 400,000 active; further: potency means the concentration at half of the fitted maximal effect; nearly all actives have a fitted effect of over 40% in size
ATXN2 expr inh = Primary qHTS for Inhibitors of ATXN expression; AID 1745845, 2022; HEK-293 ATXN2-luciferase reporter, luminescence, 24 h; Potency, µM (doses to about 57 µM), inactives show at the highest dose activity change, negative = inhibition, hits mostly inhibitors; 0.72% of 360,000 active; further: potency means the concentration at half of the fitted maximal effect; on the % scale 0 is the no-effect control and ±100 the full control effect; nearly all actives have a fitted effect of over 55% in size
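qHTS (up to 57 uM final) was run with 24 h compound exposure of reporter cells at 37 °C. Each well was multiplexed: SteadyGlo luminescence measured ATXN2-luciferase expression after a fluorogenic Gly-Phe-AFC viability readout (25 uM final).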
EPAC2 agonist = qHTS for Agonist of cAMP-regulated guanine nucleotide exchange factor 4 (EPAC2): primary screen; Rap guanine nucleotide exchange factor 4 (Homo sapiens), Q8WZA2; EPAC2 activation, biochemical qHTS; response scale: 100% = 6.5 mM cAMP response; Potency, µM (top dose mostly 154 µM), for the others: at the highest dose activation, actives largely listed as activators; 0.079% of 360,000 active; further: potency means the concentration at half of the fitted maximal effect; nearly all actives have a fitted effect of over 50% in size
Target sequence (Q8WZA2 whole entry, looked up): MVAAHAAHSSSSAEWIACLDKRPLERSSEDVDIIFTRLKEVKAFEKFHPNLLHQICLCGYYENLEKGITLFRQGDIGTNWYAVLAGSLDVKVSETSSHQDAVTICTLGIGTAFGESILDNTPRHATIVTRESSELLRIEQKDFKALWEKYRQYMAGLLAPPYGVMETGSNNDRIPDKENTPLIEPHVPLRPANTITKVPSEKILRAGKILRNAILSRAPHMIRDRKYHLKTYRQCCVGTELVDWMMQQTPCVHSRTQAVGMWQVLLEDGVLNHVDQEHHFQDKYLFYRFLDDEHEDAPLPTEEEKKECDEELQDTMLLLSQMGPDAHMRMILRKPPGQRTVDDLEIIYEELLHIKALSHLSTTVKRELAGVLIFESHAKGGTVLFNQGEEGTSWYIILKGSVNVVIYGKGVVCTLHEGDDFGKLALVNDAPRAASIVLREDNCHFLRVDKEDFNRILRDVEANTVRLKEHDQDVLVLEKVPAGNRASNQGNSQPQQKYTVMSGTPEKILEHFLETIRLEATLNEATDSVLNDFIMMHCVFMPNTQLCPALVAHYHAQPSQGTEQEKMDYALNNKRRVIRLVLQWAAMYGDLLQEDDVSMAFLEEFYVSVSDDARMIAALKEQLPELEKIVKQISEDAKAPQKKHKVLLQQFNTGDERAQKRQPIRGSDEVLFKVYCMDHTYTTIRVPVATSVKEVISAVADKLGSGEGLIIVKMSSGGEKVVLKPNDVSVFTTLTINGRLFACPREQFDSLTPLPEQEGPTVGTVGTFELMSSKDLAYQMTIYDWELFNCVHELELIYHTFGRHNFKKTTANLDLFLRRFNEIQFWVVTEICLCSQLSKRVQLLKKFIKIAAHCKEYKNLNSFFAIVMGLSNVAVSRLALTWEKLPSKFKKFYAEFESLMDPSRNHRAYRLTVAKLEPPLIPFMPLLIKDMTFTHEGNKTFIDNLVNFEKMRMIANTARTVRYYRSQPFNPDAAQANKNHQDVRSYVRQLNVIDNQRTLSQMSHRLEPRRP
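Exchange assay: 100 nM EPAC2 with 250 nM Rap1B-BODIPY-GDP and 50 uM GDP. Fluorescence (ex 480/em 540 nm) read every 5 min for 30 min at room temperature. Data normalized to 6.5 mM cAMP as agonist control.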
TGFb inhibitor = qHTS for Inhibitors of TGF-b; 1.2% of 410,000 active; AID 588855, 2011; Potency, µM (top dose mostly 46.1 µM), inactives show top-dose activity, negative = inhibition, most hits filed as inhibitors; HepG2 CAGA-GFP TGF-b/SMAD3 reporter, GFP fluorescence, 18 h; TGF-beta stimulated, 500 pg/mL final; further: potency means the concentration at half of the fitted maximal effect; on the % scale 0 is the no-effect control and ±100 the full control effect; nearly all actives have a fitted effect of over 65% in size
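Per well, imaged GFP fluorescence of HEPG2 CAGA-GFP cells gives the signal; cells get compound, then TGF-beta (500 pg/mL final), 18 h at 37 degrees C; %Activity versus -TGF-beta and +DMSO controls.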
HepG2 tox = qHTS for Inhibitors of TGF-b: Cytotox Counterscreen; 0.76% of 410,000 active; HepG2 CAGA-GFP viability, ATP luminescence, 18 h; Potency, µM (titrated, usually from 46.1 µM), without a hit: at the top dose activity change, negative = cytotoxicity, hits mostly cytotoxic; further: potency means the concentration at half of the fitted maximal effect; some results filed as inactive show a strong effect at the top dose
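CellTiter-Glo luminescence gave cytotoxicity after 18 hours at 37 degrees C. The cells were HepG2 CAGA-GFP in 1% FBS DMEM, stimulated with 500 pg/mL TGF-beta after compound addition. %Activity was normalised to no-cell wells (complete cell-killing) and DMSO (no toxicity), and curves were fitted and classified.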
Nrf2 inh = Nrf2 qHTS screen for inhibitors; Potency, µM (doses to about 46 µM), without a hit: top-dose activity change, negative = inhibition, hits mostly inhibitors; A549 ARE-Fluc reporter, luciferase luminescence, 18-24 h; 2.1% of 360,000 active; AID 504444, 2011; further: potency means the concentration at half of the fitted maximal effect; on the % scale 0 is the no-effect control and ±100 the full control effect; nearly all actives have a fitted effect of over 60% in size
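In this cell-based qHTS, ARE-driven firefly luciferase in A549 cells reports Nrf2 activity; the luminescent signal after BugLite lysis is the measured value, with a prior CellTiter-Fluor read for cell health.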
Nrf2 activator = qHTS of Nrf2 Activators. AREc32 ARE-luciferase reporter (MCF7-derived line), luminescence, 24 h. Potency, µM (highest dose often 46.1 µM), inactives show top-dose activation, hits mostly activators. 0.31% of 410,000 active. AID 624171, 2012; further: potency means the concentration at half of the fitted maximal effect; % of control where 0% means no effect; nearly all actives have a fitted effect of over 65% in size
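AREc32 cells carrying an ARE-driven firefly luciferase, 1000 cells/well in OPTI-MEM with 5% FBS, dosed after overnight attachment and incubated 24 hr at 37 deg C. Steady-Glo luminescence read after 30 min at RT.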
* marks the source's active call; other numbers are inactive results; i = inactive; ? = inconclusive; · = not tested or not shown; [ ] = another dose, or the depositor's remark. Unless noted, the call rests on the fitted dose curve; in most records, active means well fitted curve in the direction sought with a large enough effect; inconclusive means small, poorly fitted or top-dose-only effect, or another doubt; inactive means no such curve, though single readings can be large; an effect the other way counts as inactive or inconclusive. Hits appear at their usual frequency. About 4.3% of those tested had a hit in this group.

Molecule,IL-2 act,A549 tox,S2 tox,ATXN2 expr inh,EPAC2 agonist,TGFb inhibitor,HepG2 tox,Nrf2 inh,Nrf2 activator
CCOC(=O)C1=C(N)Oc2cc(C)oc(=O)c2C1c1cccnc1 (stereo not given),-0.3,-3%,i,4%,7%,4%,-2%,1%,-0.6%
COc1cc(-c2cc(C(=O)N3CCCCCC3)c3ccccc3n2)cc(OC)c1OC,0.1,?,?,40%[activator],1%,-3%,-3%,?,24%
Cc1cccc(Nc2nnc(-c3ccc(C)c(S(=O)(=O)N4CCCCC4)c3)c3ccccc23)c1,·,-1%,i,3%,·,-15%,-12%,-5%,-1.3%
CCCCN(C)S(=O)(=O)c1ccc(C(=O)Nc2nnc(-c3ccco3)o2)cc1,-1.0,-24%,i,?,-7%,-10%,-1%,?,-2.2%
COc1cc(S(=O)(=O)N(Cc2ccc(C)cc2)C2CCCCC2)ccc1-n1cnnn1,-2.5,-3%,i,-4%,11%,-13%,5%,-3%,-0.1%
CN(C(=O)COC(=O)c1cc2ccccc2cc1O)c1ccccc1,2.0,-1%,·,·,14%,6%,-13%,-36%,3.2%
O=C(CS(=O)(=O)c1cccc2nsnc12)Nc1cc(F)ccc1F,·,5%,i,14%,·,3%,-27%,·,0.0%
CNc1nc(SCC(=O)Nc2ccc(Cl)c(Cl)c2)nc(N2CCOCC2)n1,-3.7,-13%,i,-13%,6%,3%,-1%,?,0.4%
CC1CCN(c2ccc3nnc(CCC(=O)N4CCN(c5ccccc5F)CC4)n3n2)CC1,-0.4,-1%,?,·,7%,?,-41%,-1%,-0.3%
Cc1ccc(OCC(=O)N2CCc3ccccc3C2)cc1,0.6,1%,i,·,6%,16%,-2%,4%,0.5%
COc1ccc(-c2nn(-c3ccccc3)cc2C(=O)OCC(=O)c2ccc(C)c([N+](=O)[O-])c2)cc1,-0.9,5%,i,·,3%,?,-26%,?,0.2%
CCOC(=O)C1CCN(C(=O)c2nn(-c3ccc(C)cc3)c(=O)n(C)c2=O)CC1,·,16%,i,9%,·,-24%,1%,·,0.1%
CC1CCCN(C(=O)C(=O)Nc2ccc3nc4n(c(=O)c3c2)CCCCC4)C1 (stereo not given),-1.8,-8%,i,-17%,11%,2%,-20%,0%,0.4%
COc1cc(OC)cc(C(=O)NCC(=O)NCCN2C(=O)S/C(=C\c3ccc4c(c3)OCO4)C2=O)c1,-0.4,2%,i,8%,9%,14%,2%,-5%,-0.2%
COc1cc(NC(=O)COC(=O)C2CC(O)CN2S(=O)(=O)c2ccc(Cl)cc2)c(C)cc1[N+](=O)[O-] (stereo not given),0.7,-1%,i,4%,7%,4%,-9%,-4%,-0.5%
CCc1cccc(-n2nnc(-c3nc(-c4cccs4)no3)c2N)c1,·,-1%,·,·,·,-1%,-15%,?,6.5%
COCOCCn1cc(CN2CCS(=O)(=O)N(Cc3ccc(-c4ccccc4)cc3)C(C(C)C)C2=O)nn1 (stereo not given),-2.8,·,i,?,15%,-18%,-7%,·,-0.3%
CCOc1ccccc1NC(=O)CSc1nc2ccccc2c(=O)n1CC1CCCO1 (stereo not given),-5.2,2%,i,-14%,7%,-24%,-16%,4%,3.8%
CCCCNC(=O)C1CC(c2cccc(F)c2)=NO1 (stereo not given),0.5,2%,i,61%[activator],3%,-31%,-16%,?,3.9%
CCOC(=O)N1CCC(NC(=O)c2ccc3c(c2)N=C(CC)c2cc(C)ccc2S3)CC1,-3.2,5%,i,?,2%,16µM*,-6%,23µM*,-0.5%
CCN(C(=O)C(C)Sc1ccc(S(=O)(=O)N2CCN(C)CC2)cn1)c1ccccc1 (stereo not given),0.5,-1%,?,·,5%,-4%,-1%,0%,-1.3%
C/C=C/c1cnc2c(c1)C(=O)N([C@H](C)CO)C[C@@H](C)[C@@H](CN(C)C(=O)NC1CCCC1)O2,-2.1,·,i,3%,12%,3%,-2%,·,0.4%
C/C(=N\Nc1cc(N2CCOCC2)nc(C)n1)c1ccc(F)cc1,-2.4,23%,i,?,-1%,?,-49%,8%,11%[9.22 µM]
O=S(=O)(c1ccc(Cl)c(S(=O)(=O)N2CCCC2)c1)N1CCCC1,-0.5,-8%,i,3%,5%,3%,6%,?,-0.5%
Cn1cccc1C(=O)OCC(=O)N1CCc2ccccc21,0.0,3%,?,·,-5%,-1%,2%,?,4.9%
COCCN(C(=O)COC(=O)c1ccc2[nH]c(C)c(C)c2c1)c1c(N)n(Cc2ccccc2)c(=O)[nH]c1=O,-1.2,5%,i,7%,4%,-4%,4%,2%,0.2%
COC(=O)C1=C(C)OC(N)=C(C#N)C1c1cc(OC)c(OCC(N)=O)cc1Cl (stereo not given),-2.0,?,i,8%,-1%,-5%,11%,?,0.0%
Cc1ccccc1CC(=O)N1CCCc2ccccc21,-0.2,-2%,i,0%,1%,-3%,8%,11%,0.4%
Cc1ccc2cccc(NC(=O)C(C)(C)Oc3ccc(Br)cc3)c2n1,·,14%,i,-1%,·,-8%,-21%,-4%,0.3%
COc1cccc2cc(S(=O)(=O)c3ccc(C)cc3)/c(=N/NS(=O)(=O)c3ccc(C)cc3)oc12,1.3,-8%,i,9%,17%,1%,2%,-5%,2.4%

Four of the entries above in order of their number in TGFb inhibitor, largest number first:
molecule	TGFb inhibitor
CN(C(=O)COC(=O)c1cc2ccccc2cc1O)c1ccccc1	6%
COc1cc(NC(=O)COC(=O)C2CC(O)CN2S(=O)(=O)c2ccc(Cl)cc2)c(C)cc1[N+](=O)[O-] (stereo not given)	4%
COc1cc(-c2cc(C(=O)N3CCCCCC3)c3ccccc3n2)cc(OC)c1OC	-3%
COc1cc(S(=O)(=O)N(Cc2ccc(C)cc2)C2CCCCC2)ccc1-n1cnnn1	-13%

Complete entries as entered above. Values in the order: IL-2 act | A549 tox | S2 tox | ATXN2 expr inh | EPAC2 agonist | TGFb inhibitor | HepG2 tox | Nrf2 inh | Nrf2 activator
Profile of Cc1ccc2cccc(NC(=O)C(C)(C)Oc3ccc(Br)cc3)c2n1 = · | 14% | i | -1% | · | -8% | -21% | -4% | 0.3%
Profile of COc1cc(OC)cc(C(=O)NCC(=O)NCCN2C(=O)S/C(=C\c3ccc4c(c3)OCO4)C2=O)c1 = -0.4 | 2% | i | 8% | 9% | 14% | 2% | -5% | -0.2%

Continued:
Molecule,IL-2 act,A549 tox,S2 tox,ATXN2 expr inh,EPAC2 agonist,TGFb inhibitor,HepG2 tox,Nrf2 inh,Nrf2 activator
CCN1C[C@@H]2[C@@H]3C(=O)N(C)C(=O)[C@@H]3[C@](C)(C1=O)N2C(=O)c1ccc(Br)cc1,0.4,-3%,i,13%,4%,?,9%,5%,0.1%
CN(C)c1nc(C(=O)NN)nc(N(C)C)n1,-0.9,11%,i,2%,-8%,-2%,7%,6%,0.2%
C=CCCN(Cc1ccc(OC)cc1)S(=O)(=O)c1ccccc1Br,·,9%,·,·,·,?,-28%,-25%,·
CCCCC(=O)Nc1ccc(C(=O)NNC(=O)c2cccs2)cc1,-1.7,3%,i,-14%,10%,11%,-1%,3%,-0.6%
O=C(CN(C(=O)CNC(=O)c1ccco1)c1cccc(F)c1)NC1CCCCC1,-0.2,10%,i,2%,6%,-10%,4%,-18%,-0.3%
COc1cc(OC)cc(C(=O)Nc2ccc(NC(=O)c3ccco3)c(C)c2)c1,-0.9,2%,i,4%,5%,6%,-87%,-6%,3.2%
CC(C)(C)c1ccc(-c2nc(-c3ccncc3)no2)cc1,-0.5,17%,i,7%,4%,16µM*,10µM*,?,-0.1%
CCN(CC)CCNC(=O)c1ccc(NC2=NC3CS(=O)(=O)CC3S2)cc1 (stereo not given),1.4,7%,i,6%,2%,1%,3%,5%,-0.9%
Cc1ccc(C(C)C)cc1S(=O)(=O)Nc1cccnc1,0.5,-14%,i,-2%,8%,0%,10%,-4%,-0.3%
COc1ccc(/C=C(\C#N)C(=O)OCCNC(=O)c2ccncc2)cc1,-2.9,0%,i,-4%,5%,9%,9%,-2%,-0.8%
CCCCN(C(=O)CN1C(=O)C2CCCCC2C1=O)c1c(N)n(Cc2ccccc2)c(=O)[nH]c1=O (stereo not given),-1.5,1%,i,0%,11%,-3%,-3%,7%,-0.5%
O=C(CN1CCN(C/C=C/c2ccccc2)CC1)Nc1ccc(F)cc1F,-0.1,-3%,i,-1%,4%,-23%,-2%,1%,-0.1%
CN(Cc1ccccc1)C(=O)c1ccc2c(c1)N(Cc1ccc(Cl)cc1)C(=O)c1ccccc1S2=O (stereo not given),·,-29%,i,9%,·,0%,4%,21µM*,0.4%
CCN(CC)S(=O)(=O)c1ccc(NS(=O)(=O)c2cccc(C)c2)cc1,-0.6,2%,i,4%,3%,-7%,-21%,-23%,-0.2%
CCOC(=O)C(Cc1ccc(NC(C)=O)cc1)N1C(=O)c2ccccc2C1=O (stereo not given),0.1,-6%,i,2%,0%,-7%,-6%,8%,0.4%
COc1cc(=O)n(C)c2ccccc12,-0.7,-2%,i,26%,-6%,-2%,1%,-1%,9.0%
Cc1cccn2c(=O)c3cc(C#N)c(=O)n(CCCN4CCOCC4)c3nc12,-0.3,25%,·,-20%,2%,-28%,3%,-12%,2.7%
